GlmU inhibition – inhibition of mycobacterial GlmU enzyme – biochemical, glucosamine-1-phosphate acetyltransferase (AID 1376); one-dose inhibition, %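 (tested at 30 µM in the primary screen)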; IC50 in µM for titrated hits; hit rate 0.25% among 220,000; M. tuberculosis GlmU acetyltransferase enzyme assay; higher % means a stronger effect; in the data active = inhibition above about 13%; inconclusive = no clear call, values can overlap the other calls;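 also: 0% = complete reaction with vehicle and 100% = reaction without substrate; strong numbers were not always called active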
RmlCD inh 1536 – M. tuberculosis RmlC/RmlD inhibition. hit rate 0.03% among 160,000. AID 1533. P9WH09+P9WH11. inhibition, % at 3.6 µM. RmlC+RmlD coupled enzyme assay, percent inhibition; primary screen in compound mixtures; in the data active = inhibition mostly above about 34%, no sharp cut-off; inconclusive = no clear call, values can overlap the other calls; inactive = mostly below about 22%; also: some results filed as inactive read as strong as hits
Target sequence (P9WH09 whole entry, looked up): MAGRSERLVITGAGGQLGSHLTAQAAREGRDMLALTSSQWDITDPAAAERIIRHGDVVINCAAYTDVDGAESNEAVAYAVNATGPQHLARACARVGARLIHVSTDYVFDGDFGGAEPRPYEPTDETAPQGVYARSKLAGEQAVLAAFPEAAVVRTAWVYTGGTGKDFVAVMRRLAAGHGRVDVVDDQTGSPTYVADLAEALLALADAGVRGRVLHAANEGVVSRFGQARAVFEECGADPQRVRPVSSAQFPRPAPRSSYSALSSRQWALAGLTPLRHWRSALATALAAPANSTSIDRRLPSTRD
Target sequence (P9WH11 whole entry, looked up): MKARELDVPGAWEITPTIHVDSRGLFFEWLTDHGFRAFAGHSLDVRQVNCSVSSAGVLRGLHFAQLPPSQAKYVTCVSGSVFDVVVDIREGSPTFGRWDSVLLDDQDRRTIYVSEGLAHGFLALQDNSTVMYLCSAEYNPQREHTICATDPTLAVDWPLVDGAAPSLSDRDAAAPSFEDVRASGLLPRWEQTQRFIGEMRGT
* marks the source's active call; other numbers are inactive results; u = inconclusive; x = not tested or not shown.

Start of the listing, in advance (7 entries):
Values run as follows: GlmU inhibition, RmlCD inh 1536
> Cc1cccc2sc(NC(=O)CN(C)S(=O)(=O)c3ccc(Br)s3)nc12
    -1.2%, -1.8
> C=CCn1c(SCc2nc3ccccc3[nH]2)nnc1-c1ccccn1
    4.8%, x
> CCOc1ccc(-c2nnc(NC(=O)CCCOc3cccc(C)c3)o2)cc1
    2.5%, x
> Cc1ccc(N=Nc2c(=O)[nH]n3c(=O)cc(C)[nH]c23)cc1
    9.1%, -10.5
> CCc1ccc(N2C(=O)NC(=O)/C(=C/c3cccn3CCOc3ccc(C(C)CC)cc3)C2=O)cc1 (stereo not given)
    0.9%, 11.6
> Cc1noc(NS(=O)(=O)c2ccc(NC(=O)c3cc(-c4ccccc4Cl)nc4ccccc34)cc2)c1C
    3.6%, 53.3
> O=C1C/C(=C/NCc2ccccc2)C(=O)N1
    -5.9%, -7.6

The list itself, previewed entries included:
Values run as follows: GlmU inhibition, RmlCD inh 1536
> Cc1cccc2sc(NC(=O)CN(C)S(=O)(=O)c3ccc(Br)s3)nc12
    -1.2%, -1.8
> C=CCn1c(SCc2nc3ccccc3[nH]2)nnc1-c1ccccn1
    4.8%, x
> CCOc1ccc(-c2nnc(NC(=O)CCCOc3cccc(C)c3)o2)cc1
    2.5%, x
> Cc1ccc(N=Nc2c(=O)[nH]n3c(=O)cc(C)[nH]c23)cc1
    9.1%, -10.5
> CCc1ccc(N2C(=O)NC(=O)/C(=C/c3cccn3CCOc3ccc(C(C)CC)cc3)C2=O)cc1 (stereo not given)
    0.9%, 11.6
> Cc1noc(NS(=O)(=O)c2ccc(NC(=O)c3cc(-c4ccccc4Cl)nc4ccccc34)cc2)c1C
    3.6%, 53.3
> O=C1C/C(=C/NCc2ccccc2)C(=O)N1
    -5.9%, -7.6
> C=CC1CN2CCC1CC2[C@@H](OC(=O)c1ccc(OC)cc1)c1ccnc2ccccc12 (stereo not given in full)
    -3.1%, -6.3
> Cc1c(/C(O)=C2/C(=O)C(=O)N(Cc3cccnc3)C2c2ccccn2)cnn1-c1ccccc1 (stereo not given)
    0.1%, 3.6
> CCOC(=O)c1nnn(CC(=O)Nc2ccccc2)c1C(=O)OCC
    -1.6%, 2.5
> CCn1c(O)c(C=NCCc2c[nH]c3ccccc23)c(=O)[nH]c1=O
    10.9%, 7.6
> CC1/C(=N/O)CC(c2ccccc2)NC1c1ccccc1 (stereo not given)
    0.4%, -9.9
> O=C(CSc1nc(-c2ccccc2)nc2ccccc12)Nc1nccs1
    -3.0%, -4.3
> CC1(C)Cc2ccccc2/C(=C/C(=O)N2CCCCCC2)N1
    -7.8%, x
> COc1ccc(-c2c(C#N)c(SCC(N)=O)nc3c2CCCC3)cc1
    -0.2%, x
> CC(=O)c1cccc(NC(=O)C(OC(=O)c2cccc(S(=O)(=O)N(C)c3ccccc3)c2)c2ccccc2)c1 (stereo not given)
    2.1%, 7.7
> Cn1cnc(S(=O)(=O)NCc2cccs2)c1
    -1.7%, x
> CCC(=O)Nc1nnc(C(C)(C)C)s1
    -0.2%, x
> COc1ccc(NC(=O)Cn2nc(Cc3cccnc3)c3ccccc3c2=O)c(OC)c1
    -1.8%, -9.1
> CCn1nc(C)c(NC(=O)c2ccc(Br)o2)c1C
    6.2%, 5.9
> COC(=O)CN1C(=O)C(O)(CC(=O)c2ccc(Br)cc2)c2ccccc21 (stereo not given)
    1.3%, 2.8
> O=C(O)C1C2C=CC3(CN(Cc4ccco4)C(=O)C13)O2 (stereo not given)
    -4.6%, x
> COc1ccccc1Oc1c(C)oc2cc(OC(=O)c3ccco3)ccc2c1=O
    -3.7%, 16.6
> CCCCC(c1nnnn1CC1CCCO1)N1CCN(c2nc3ccccc3s2)CC1 (stereo not given)
    1.7%, x
> CC1CCCC(NCC(O)COC(c2ccc(F)cc2)c2ccc(F)cc2)C1C (stereo not given)
    -12.0%, 1.1
> CC(C)Nc1nc(NC(C)C)nc(SCCOC(=O)Nc2ccc(Cl)cc2Cl)n1
    -1.8%, x
> O=C(O)C1CCCCC1C(=O)N1CC=C(c2ccccc2)CC1 (stereo not given)
    7.0%, -8.6
> Cc1ccc(OCC(=O)NNC(=O)c2cccnc2)cc1C
    0.4%, 4.6
> CN1CCN(CCCn2cnc3c(=O)oc4ccccc4c32)CC1
    0.8%, x
> OC(COc1ccc(CNCCc2ccccc2F)cc1)CN1CCCCC1 (stereo not given)
    -1.1%, 0.1

Retrieved by structure from the entries so far:
Values run as follows: GlmU inhibition, RmlCD inh 1536
> CCC(=O)Nc1nnc(C(C)(C)C)s1
    -0.2%, x
> CC1CCCC(NCC(O)COC(c2ccc(F)cc2)c2ccc(F)cc2)C1C (stereo not given)
    -12.0%, 1.1

The results go on:
Values run as follows: GlmU inhibition, RmlCD inh 1536
> CN1CCN(c2cnn(-c3ccccc3)c(=O)c2Br)CC1
    -6.2%, -5.0
> COCc1cc(SC2CCCCC2)nc(C)n1
    -5.7%, 7.9
> CC1CCN(C(=O)CSCC(=O)Nc2nc(-c3cccs3)cs2)CC1
    -3.7%, -1.6
> CCOC(=O)c1cc2c(=O)n3ccccc3nc2n(C(C)C)c1=NC(=O)c1ccncc1
    3.8%, x
> COc1ccc(N2CCN(C(=O)c3ccc(OCc4c(C)noc4C)c(OC)c3)CC2)cc1
    -2.8%, x
> CN1CCc2nc3sc(C(=O)NC(C)(C)C)c(N)c3cc2C1
    0.7%, 2.0
> Nc1nonc1-c1nc2ccccc2n1CC(=O)N1CCCCC1
    -6.3%, -4.1
> Cc1ccc(C(=O)NN(C)c2nc3ccccc3nc2C(F)(F)F)cc1
    5.7%, 6.5
> CC(=O)Nc1cccc(NC(=O)C2CCCN2C(=O)Nc2ccc(Cl)cc2)c1 (stereo not given)
    -2.2%, x
> COCC(=O)Nc1ccc(C(C)C)cc1
    0.0%, 1.9
> COCCOC(=O)C1=C(C)NC2=C(C(=O)CC(C)(C)C2)C1c1ccc(N(C)C)cc1 (stereo not given)
    1.3%, 8.3
> CC(C)CC(=O)N1CCN(S(=O)(=O)c2ccc3ccccc3c2)CC1
    0.1%, -5.0
> COc1cc(CN(C(=S)NCC(=O)NC2CCCC2)C2CCCC2)cc(OC)c1OC
    7.8%, -8.6
> O=C(/C=C/c1ccco1)Nc1ccc2c(c1)OCO2
    -1.6%, x
> CCCCCC1CCC(c2ccc(C(N)=O)cc2)CC1 (stereo not given)
    -0.4%, -7.2
> O=C(Nc1cccc(Cl)c1)N(CCN1CCOCC1)Cc1cccc(Cl)c1
    2.6%, x
> Cc1ccc(CNC(=O)CCn2c(=O)oc3ccccc32)cc1
    -4.2%, 27.7
> COc1ccc(/C=C(/C(=O)NCc2ccccc2)c2ccccc2)cc1
    2.4%, x
> CC[N+](CC)(CCO)CCCN1C(=O)C2CC=C(Cl)CC2C1=O (stereo not given)
    1.1%, x
> CN(C)CCCNC(=O)COc1ccc(Br)cc1Cl
    -0.7%, -4.7
> Cc1cccc(NC(=O)c2cc(-c3ccco3)nc3ccccc23)n1
    -2.1%, -2.9
> O=C(O)C1CCCCC1C(=O)Nc1ccccc1Nc1ccccc1 (stereo not given)
    1.2%, x
> O=C(O)C1Sc2[nH]c(=O)sc2C2c3cc(Cl)ccc3OC(=O)C12 (stereo not given)
    6.3%, 10.7
> Cc1cc(/C=N/Nc2nc(N)ncc2[N+](=O)[O-])c(C)n1-c1ccccc1F
    1.7%, 3.6
> COC(=O)CCC(NC(=O)OCc1ccccc1)C(=O)NC(CC(C)C)C(=O)OC (stereo not given)
    0.0%, x
> COc1ccc(N(CC(=O)Nc2cccc(OC)c2)S(=O)(=O)c2c(C)nn(C)c2C)cc1
    -2.2%, x
> C=CCN(C(=O)CCC(=O)Nc1cc(C)on1)C(C(=O)NC(C)(C)C)c1cccc(OC)c1OC (stereo not given)
    -5.1%, 3.9
> O=C(N/C(=C/c1cccnc1)C(=O)N1CCOCC1)c1ccccc1F
    7.2%, 3.8
> CCc1ccc(CNC(=O)Cn2nc(-c3ccc(C)cc3)ccc2=O)cc1
    -6.6%, 11.9
> C[C@H]1[C@H](C)CC[C@]2(C)CC[C@]3(C)C(=CC[C@@H]4[C@@]5(C)CC[C@@H](O)[C@](C)(C(=O)O)[C@@H]5CC[C@]43C)[C@H]12
    1.4%, x

Carrying on:
mol | GlmU inhibition | RmlCD inh 1536
CCOC(=O)C1CCCCC12C(C#N)=C(N)Oc1n[nH]c(C)c12 (stereo not given) | -1.1% | 9.6
CC(C)NC(=O)c1ccc(-c2ccccc2C(F)(F)F)o1 | 1.9% | -2.7
Cc1ccc(/C=N/Nc2nncc(-c3ccccc3)n2)o1 | 1.0% | -11.0
Cc1ccc(-c2cc3nc(C)cc(C)n3n2)cc1 | 1.0% | -7.4
S=C(NCc1ccc2c(c1)OCO2)Nc1ccc2nsnc2c1 | 0.0% | -4.3
CCN=C1S/C(=C\c2cn(C(C)=O)nc2-c2ccccc2)C(=O)N1CC | -10.4% | -12.8
CCOC(=O)c1nn(-c2ccccc2)c2nnc(Cc3ccc(Cl)cc3)c(=O)n12 | 0.9% | 8.3
COCCN1Cc2cccc(C(=O)Nc3cccc(OC)c3)c2C1=O | 1.4% | x
C=CC[C@]12C[C@@H](OC)C(=O)C=C1O[C@@H](c1ccc(OC)c(OC)c1)[C@H]2C | 0.8% | x
O=C(OCc1cccc([N+](=O)[O-])c1)c1cc(=O)[nH]c2ccccc12 | 0.7% | x
CN1/C(=C/C(=S)NC(=O)C2CCC2)C(C)(C)c2ccccc21 | 4.9% | 10.5
CCCCCn1c(C(C)NC(=O)CCC)nc2ccccc21 (stereo not given) | 1.4% | 5.4

3 structures already listed, sorted by count of non-hydrogen atoms, rising.
mol | GlmU inhibition | RmlCD inh 1536
Cc1ccc(-c2cc3nc(C)cc(C)n3n2)cc1 | 1.0% | -7.4
CC(C)NC(=O)c1ccc(-c2ccccc2C(F)(F)F)o1 | 1.9% | -2.7
O=C(OCc1cccc([N+](=O)[O-])c1)c1cc(=O)[nH]c2ccccc12 | 0.7% | x

(list continues)
mol | GlmU inhibition | RmlCD inh 1536
COc1ccccc1-n1cnnc1SCC(=O)Nc1cccc(S(=O)(=O)N2CCCCC2)c1 | 3.5% | x
O=C(CSc1ccc2nnc(-c3ccccn3)n2n1)Nc1ccc2c(c1)OCO2 | 0.0% | 10.7
COc1cc(C(=O)NCC(=O)N/N=C(/C)c2cccs2)cc(OC)c1OC | -3.4% | 6.4
CCc1ccc(C2C(C#N)=C(N)N(N(C)C)C3=C2C(=O)CCC3)s1 (stereo not given) | -1.5% | -8.7
CC(C)CCN1CCN(Cc2cccc3cccnc23)CC1CCO (stereo not given) | -3.6% | 1.3
CC(C)(C)OC(=O)NCCc1nnc(SCC(=O)c2ccc(Cl)cc2)o1 | 6.5% | x
Cc1ccccc1NC(=O)N1CCCC(c2nc(-c3ccc(C(C)C)cc3)no2)C1 (stereo not given) | 0.2% | 9.1
COc1ccc(CCNC(=O)c2cc(-c3cc(C)cc(C)c3O)n[nH]2)cc1OC | 9.6% | -5.4
CCN(CC)CCCNC(=S)N(Cc1cccnc1)Cc1cc2cc(C)ccc2[nH]c1=O | 4.7% | 1.1
Cc1cc(SCC(=O)c2ccccc2)n2nc(C)nc2n1 | -0.1% | -6.8
O=C(Nc1ccc(OCC(=O)N2CCOCC2)cc1)Nc1cccc2ccccc12 | -2.2% | 9.1
CCOC(=O)N1CCC(NC(=O)C2CCN(S(=O)(=O)c3cnc[nH]3)CC2)CC1 | 1.9% | -11.1
C[N+]1(CC(O)COc2ccccc2)CCN(C(=O)c2ccc([N+](=O)[O-])cc2)CC1 (stereo not given) | 0.5% | x
Nc1nc(NS(=O)(=O)c2ccc(Cl)cc2)nn1-c1ccccc1 | 5.6% | -8.4
CCC(=O)N1CCc2cc(S(=O)(=O)CCC(=O)NCCC3=CCCCC3)ccc21 | x | u
O=C(O)c1ccc(CNCc2ccc(Cl)cc2)cc1 | -2.0% | 21.0
COC(=O)c1ccccc1OC(=O)c1cccnc1 | -1.4% | x
CC(O)CNCCOc1cccc(Oc2ccccc2)c1 (stereo not given) | 0.8% | -8.4
CC1CCCN(CCOCCOc2ccc(Cl)cc2Br)C1 (stereo not given) | 0.0% | x
O=C(NCc1ccccn1)c1cc2n(n1)C(C(F)(F)F)CC(c1ccco1)N2 (stereo not given) | 2.3% | -2.9
COCCCn1c(=NC(=O)c2ccccc2)c(C#N)cc2c(=O)n3cccc(C)c3nc21 | 0.7% | -3.6
COc1ccc(/C=C/C(=O)c2ccc(O)cc2)cc1 | 5.6% | 1.6
Cc1ccc(NC2=C(CC(=O)O)C(c3ccccc3)N(c3ccc(C)cc3)C2=O)cc1 (stereo not given) | 2.5% | -13.8
CCOc1ccc(N=Cc2c(O)c3ccccc3oc2=O)cc1 | 2.9% | -0.3
COC(=O)c1ccc2nccnc2c1 | 0.7% | 7.0
O=C(COC(=O)/C=C/c1ccc(S(=O)(=O)N2CCOCC2)cc1)NCc1ccc(F)cc1 | 0.9% | -13.5
C(=N\Nc1nc(N2CCCC2)nc(N2CCCC2)n1)/c1ccccc1OCc1ccccc1 | 3.2% | 10.7
CCc1c(C)nc2ccc(Br)cc2c1Cl | 0.6% | x
O=C(CSc1c2c(nc3ccc(Cl)cc13)CCCC2)NCCCN1CCOCC1 | -3.5% | 7.6
Cc1ccc(-c2nc(CS(=O)CC(=O)NC3CCCC3)c(C)o2)cc1 (stereo not given) | -1.7% | 32.9
O=C(c1cccc(Cl)c1)N1CCCC(C(=O)N2CCCCCC2)C1 (stereo not given) | 6.3% | -10.0
Cc1ccc(C2CC(c3ccccc3)=NN2C(=O)CSc2nnc(-c3ccncc3)n2C)o1 (stereo not given) | -1.6% | 8.8
CCCCOc1ccc(OC(=O)Nc2cc(Cl)ccc2OC)cc1 | -2.7% | -5.0

Source: PubChem

Some of the compounds tested. The share of hits here may be higher or lower than overall.
